# Source: PubChem
# D2 PAM = D2 dopamine receptor (human) potentiation. P14416. HEK293 T-REx D2, calcium flux, EC20 dopamine potentiation. potentiation, % at 10 µM. 0.34% of 340,000 active. AID 485347;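 active = potentiation over 3 SD above the plate norm, cut at about 30% in these data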; also: 0% is about no effect
# Target sequence (P14416 whole entry, looked up): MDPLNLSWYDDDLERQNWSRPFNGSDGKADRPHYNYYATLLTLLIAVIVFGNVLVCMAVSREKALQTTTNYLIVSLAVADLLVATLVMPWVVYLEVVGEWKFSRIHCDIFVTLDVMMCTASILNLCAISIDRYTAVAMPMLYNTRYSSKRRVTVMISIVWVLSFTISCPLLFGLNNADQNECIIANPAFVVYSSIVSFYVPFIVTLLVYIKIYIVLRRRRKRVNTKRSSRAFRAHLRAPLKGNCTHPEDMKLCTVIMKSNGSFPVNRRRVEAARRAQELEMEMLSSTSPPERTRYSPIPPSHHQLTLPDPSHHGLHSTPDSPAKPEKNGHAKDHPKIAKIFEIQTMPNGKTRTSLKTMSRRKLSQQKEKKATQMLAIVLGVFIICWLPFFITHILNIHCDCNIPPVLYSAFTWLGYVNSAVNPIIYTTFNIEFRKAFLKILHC
#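 Tetracycline-induced Hek293 Trex D2 cells, force-coupled to calcium, loaded with no-wash calcium dye. Compound added with 180 s kinetic read for agonism, then EC20 dopamine and a further 180 s read for potentiation.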
# RXFP1 antagonist = RXFP1 (human) relaxin receptor antagonism. HEK293-RXFP1, relaxin-stimulated cAMP HTRF, 30 min; stronger effect = lower value. activity change, negative = inhibition, % at 57.5 µM. 0.59% of 350,000 active;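 active = activity change of -60% or lower, but not beyond a set lower limit; inconclusive = change between -60% and -40%, or beyond the set limit; inactive = change above -40%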; also: % is scaled to controls: 0 for no effect and ±100 for the full control effect
# D1 antag = human D1 dopamine receptor antagonism | activity change, negative = inhibition, % at 10 µM | AID 504652 | 3.2% of 360,000 active | HEK293 TREx D1 cells, calcium flux, dopamine EC80; stronger effect = lower value; in the data active = activity change below about -30%; also: % is scaled to controls: 0 for no effect and ±100 for the full control effect
#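 Calcium flux readout: force-coupled, inducible Hek293 Trex D1 line, cells induced overnight at 30 C with tetracycline, dye-loaded 30–90 min at RT. Antagonism scored against EC80 dopamine challenge given 180 s after compound.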
# Vif-APOBEC3F blk = blocks the Vif interaction with APOBEC3F; HeLa A3F-eYFP + Vif (tagged APOBEC3F with the HIV-1 protein that degrades it), YFP fluorescence increase; Potency, µM (top dose mostly 46.1 µM), for inactives: top-dose activity, negative = active; 0.2% of 390,000 active; also: potency is read from the fitted curve at half-maximal effect; % of control where 0% means no effect; nearly all actives have a fitted effect of over 65% in size
#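 HeLa cells stably expressing A3F-eYFP plus Vif, plated and incubated overnight at 37 deg C, then exposed to compounds overnight at 37 deg C. Blocked degradation read as raised yellow fluorescence (Ex 488/Em 500-530).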
# D1 agonist = activates the human D1 dopamine receptor; P21728; HEK293 T-REx D1 cells, calcium flux, agonist mode; 1% of 360,000 active; activation, % at 2 µM; in the data active = activation above about 30%; also: 0% is about no effect
#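 Tetracycline-induced HEK293 TREx D1 cells, force-coupled to calcium signalling, were dye-loaded with a no-wash calcium kit. Compound was pin-added after a 10 s baseline. Fluorescence was read kinetically at 1 cycle/s for 180 s, with calcium rises flagged as agonism.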
# RXFP1 agonist = agonists of human relaxin receptor RXFP1; HEK293T-RXFP1 cAMP TR-FRET, 30 min; response scale: percent of porcine relaxin response, buffer zero; Potency, µM (series often up to 57.5 µM), inactives show at the top dose activation, most hits filed as activators; 0.3% of 370,000 active; Q9HBX9; also: potency is read from the fitted curve at half-maximal effect; % is scaled to controls: 0 for no effect and ±100 for the full control effect; nearly all actives have a fitted effect of over 60% in size; many of its hits are not listed in these tables
#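 HEK293 cells stably expressing RXFP1, treated 30 min at 37C with compounds plus PDE4 inhibitor Ro 20174; cAMP measured by HTRF TR-FRET. Normalized to buffer and 29 nM porcine relaxin; EC50 by Hill fit.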
# GRP78 ERSR act = induces the endoplasmic reticulum stress response in human glioma cells. Potency, µM, without a hit: at the highest dose activation, actives largely listed as activators. U87-MG GRP78 promoter luciferase reporter, 16 h. 0.02% of 420,000 active; also: potency is read from the fitted curve at half-maximal effect; series mostly up to about 76 µM; % of control where 0% means no effect; nearly all actives have a fitted effect of over 35% in size
#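 ERSR induction read as luciferase luminescence (Bright-Glo, 10 min at room temperature) in stably transfected human U87-MG glioma cells exposed to compounds for 16 h, using GRP78 as sensor.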
# Vif-APOBEC3G blk = blocks the Vif interaction with human APOBEC3G | Q9HC16 | HeLa A3G-eYFP + Vif (tagged APOBEC3G with the HIV-1 protein that degrades it), YFP fluorescence, overnight | Potency, µM (titrated, usually from 46.1 µM), without a hit: top-dose activity, negative = active, usual class: inhibitors | 0.076% of 410,000 active | AID 602310;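 also: potency is read from the fitted curve at half-maximal effect; % is scaled to controls: 0 for no effect and ±100 for the full control effect; nearly all actives have a fitted effect of over 60% in size; hits raise eYFP signal because A3G escapes Vif-driven loss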
# Target sequence (Q9HC16 whole entry, looked up): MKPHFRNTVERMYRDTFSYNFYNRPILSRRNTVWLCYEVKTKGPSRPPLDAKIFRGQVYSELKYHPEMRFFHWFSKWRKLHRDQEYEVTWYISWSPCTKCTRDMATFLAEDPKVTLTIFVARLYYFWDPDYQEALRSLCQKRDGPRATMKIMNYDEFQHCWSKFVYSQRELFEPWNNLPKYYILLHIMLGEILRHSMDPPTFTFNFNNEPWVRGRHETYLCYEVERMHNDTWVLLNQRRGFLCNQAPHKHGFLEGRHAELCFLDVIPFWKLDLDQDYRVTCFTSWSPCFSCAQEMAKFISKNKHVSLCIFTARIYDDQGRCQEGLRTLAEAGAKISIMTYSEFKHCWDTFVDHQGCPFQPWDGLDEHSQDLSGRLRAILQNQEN
#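 Read-out is eYFP fluorescence (Ex 488/Em 500-530) from Vif-expressing HeLa A3G-eYFP cells; more signal means A3G escaped Vif-mediated degradation. Cells plated overnight, compound pinned in, incubated overnight at 37 deg C.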
# D1 PAM = enhances dopamine response at the human D1 receptor; potentiation, % at 10 µM; 0.036% of 360,000 active; HEK293 TREx D1 cells, calcium flux, dopamine EC20 potentiation; P21728; in the data active = potentiation above about 30%; also: 0% is about no effect
# * = called active by the depositor; ? = inconclusive; . = not tested or not shown; & = joins results of further samples. Unless noted, calls follow the shape of the dose curve; as a rule, active = well fitted curve in the direction sought with a large enough effect; inconclusive = small, poorly fitted or top-dose-only effect, or another doubt; inactive = no such curve, though single readings can be large; an effect the other way counts as inactive or inconclusive. An excerpt (hit frequency here may not be typical).
SMILES,D2 PAM,RXFP1 antagonist,D1 antag,Vif-APOBEC3F blk,D1 agonist,RXFP1 agonist,GRP78 ERSR act,Vif-APOBEC3G blk,D1 PAM
C=CCn1c(=O)c2c(nc3n2CC(C)CN3Cc2ccccc2)n(C)c1=O (configuration not stated),11,-5,-19,9%,0,2.4%,8%,0%,-7
C=CCn1c(C2CCCCC2)n[nH]c1=S,-7,-16,-2,?,1,1.7%,-1%,0%,-2
COc1ccccc1N1CCN(C(=O)c2cccc(NC3=NC4CS(=O)(=O)CC4S3)c2)CC1 (configuration not stated),-6,5,5,0%,4,-0.7%,-2%,-7%,-1
O=C(CCCCCNC(=O)N1CCn2c1nc1ccccc12)NCCc1ccccc1,0,-23,-1,2%,0,-7.1%,4%,1%,-7
COc1ccc(OC)c(NC(=O)CSc2ncnc3sc(C)cc23)c1,.,-34,.,-3%,.,.,-6%,6%,.
COC(=O)c1cc(S(=O)(=O)C(C)C)c(S(C)=O)s1 (configuration not stated),-3,-5,2,?,3,0.0%,3%,-5%,-3
COc1cc(/C=C2/C(=O)NN(c3cccc(Cl)c3)C2=O)cc(Br)c1O,16,.,-9,-16%,-1,0.2%,4%,-6%,-5
COc1cc(/C=N/Nc2nc(C)cc(=O)[nH]2)ccc1OC(=O)c1cccnc1,1,16,-4,-10%,1,0.0%,-1%,-1%,-4
COc1ccc(S(=O)(=O)N(CC(=O)Nc2ccccc2Cl)Cc2ccccc2)cc1,19,.,-18,2%,21,-1.9%,-3%,0%,-4
COC(=O)c1cccc(C23CC4(C2)[C@H](CN(Cc2ccc(C(F)(F)F)cc2)[C@@H]4c2ccccc2)C3c2ccc(C(F)(F)F)cc2)c1 (some centres not stated),-2,.,-8,-1%,3,-1.4%,-2%,-1%,7
O=c1[nH]c(SCc2n[nH]c(=S)n2-c2ccccc2)nc2ccccc12,5,-11,13,5%,-1,4.7%,2%,-2%,-2
CCC(C)(C)n1nnnc1C(c1ccc(C)cc1)N1CCN(Cc2ccc3c(c2)OCO3)CC1 (configuration not stated),-25,4,19,-2%,0,0.4%,1%,-2%,-4
CC(=O)Nc1ccc(C(=O)CSc2nnnn2C)cc1,11,-16,-8,18%,2,0.1%,2%,1%,-1
c1ccc(-c2cnn3c(-c4ccccc4)c(-c4ccccc4)nc3n2)cc1,-12,-2,-48*,?,475*,5.6%,-1%,?,-13
C=CCN(CC=C)CC(O)CN(c1cc([N+](=O)[O-])ccc1OC)S(=O)(=O)c1ccccc1 (configuration not stated),-25,0,2,18%,3,0.5%,-4%,2%,-4
O=C(CCC(=O)c1ccc(Br)cc1)Nc1cccnc1,-1,-1,-2,-14%,0,-0.1%,-2%,4%,7
O=C(NNc1ccc([N+](=O)[O-])cc1[N+](=O)[O-])C1C2CCCCC21 (configuration not stated),2,19,8,0%,6,4.2%,-2%,-1%,-2
CCCCCCC(=O)N(O)C1CC(=O)N(c2ccc(Br)cc2)C1=O (configuration not stated),0,6,-6,-16%,1,0.0%,10%,0%,-4
COCCCNC(=O)C1CCC(CNS(=O)(=O)c2ccc(OC)cc2)CC1 (configuration not stated),11&-7,-3&-7,5&-7,-7%&-3%,0&0,-0.3%&-0.2%,-2%&-2%,0%&-2%,-1&-1
CCOCCCn1c(SCC(=O)NC2CCCC2)nc2ccccc2c1=O,-5,2,8,-6%,1,-1.6%,-3%,0%,-1
CCOc1ccc(N(CC)S(=O)(=O)N2CCCC(C(=O)Nc3cc(Cl)ccc3C)C2)cc1 (configuration not stated),3,-19,8,10%,5,0.1%,-1%,1%,2
O=P(O)(OCc1ccccc1)OCc1ccccc1,6,.,.,-4%,-1,-0.1%,-2%,0%,-1
COc1ccc(S(=O)(=O)N2CCOCC2)cc1C(C)C,3,4,1,-4%,4,-0.3%,-3%,0%,1
COCCN(C(=O)COC(=O)Cc1ccc(Cl)cc1)c1c(N)n(Cc2ccccc2)c(=O)[nH]c1=O,.,1,.,-9%,.,.,-3%,-5%,.
COc1ccc(CNCCC(c2ccc(OC(C)C)cc2)c2ccccc2OC)cc1 (configuration not stated),-7,-28,5,-11%,35*,-0.3%,-17%,-8%,-4
Cc1cccc(C)c1OCc1cc(C(=O)N2CCN(Cc3nccn3C)CC2)no1,-2,3,9,4%,5,-0.6%,4%,1%,-4
CC1(C)CC(=O)C(CC2CCCCC2=O)C(=O)C1 (configuration not stated),-19,?,25,16%,2,4.7%,-11%,-2%,-3
COc1cc(SC)ccc1C(=O)NCCCOC(C)C,9,-4,-18,-1%,0,0.9%,0%,1%,-12
COc1cc2c(cc1OC)CN(C(=O)c1ccc([N+](=O)[O-])o1)CC2,0,6,13,-1%,0,1.0%,?,?,-1
C/C(=C(\C#N)C(=O)NC1CCCCC1)N(C)C,.,2,10,-11%,1,0.3%,1%,2%,-4
COCCN(CCOC)Cc1c(O)ccc2c1O/C(=C\c1ccco1)C2=O,6,1,-4,?,9,4.4%,-1%,2%,0
COc1cccc2c1CCc1c-2nc2ccccc2c1C(=O)O,15,-19,7,11%,1,4.9%,-8%,0%,-2
COc1ccc(Br)cc1S(=O)(=O)Nc1ccc(Cl)cn1,7,20,-7,-1%,4,1.7%,-4%,0%,0
O=c1c2ccccc2nc(SCc2ccccc2)n1Cc1ccco1,-8,-10,0,2%,19,4.0%,-3%,1%,-7
CCN=C1SC(CC(=O)Nc2ccc3c(c2)OCO3)C(=O)N1CC (configuration not stated),-6,-4,-16,-15%,1,0.1%,-3%,-2%,1
O=c1c(/C=N/O)coc2ccc(Cl)cc12,14,-15,-16,-20%,4,6.0%,-1%,-12%,-8
CCOc1ccc(S(=O)(=O)N(C(=O)c2ccco2)c2cc3sc(=O)oc3c3ccccc23)cc1,3,-68*,10,-9%,1,6.0%,-2%,-5%,2
CC(=O)N1CCC(N(CCN2CCOCC2)C(=S)Nc2cccc(C)c2)CC1,-3,6,7,3%,4,-0.5%,-6%,-7%,-4
COc1cccc(NC(=O)COC(=O)c2ccccc2C(=O)N(C)c2ccccc2)c1,4,-7,3,1%,0,-0.7%,1%,1%,-5
COc1ccccc1N1CCN(S(=O)(=O)c2cc(C)sc2C)CC1,5,5,-12,0%,0,3.2%,-3%,0%,-1

# Brought forward from above: two entries; new compounds follow.
SMILES,D2 PAM,RXFP1 antagonist,D1 antag,Vif-APOBEC3F blk,D1 agonist,RXFP1 agonist,GRP78 ERSR act,Vif-APOBEC3G blk,D1 PAM
COc1cccc(NC(=O)COC(=O)c2ccccc2C(=O)N(C)c2ccccc2)c1,4,-7,3,1%,0,-0.7%,1%,1%,-5
COc1ccccc1N1CCN(S(=O)(=O)c2cc(C)sc2C)CC1,5,5,-12,0%,0,3.2%,-3%,0%,-1
COc1ccc(NC(=O)CCC(=O)N/N=C/c2cccnc2)cc1,-3,3,1,0%,3,1.2%,-1%,4%,0
Cc1ccc(OCCN(C)C(=O)C2CCC(=O)N(CC3CCCCC3)C2)cc1 (configuration not stated),-6,2,27,-12%,0,-0.3%,-5%,3%,-3
CCOc1ccc(-c2c(C(=O)N/N=C/c3ccco3)nnn2-c2nonc2N)cc1,-9,-16,25,-10%,29,1.4%,-5%,3%,-5
N/C(=N\c1nc2ccccc2o1)NC(=O)c1ccc([N+](=O)[O-])cc1,4,-18,23,6%,1,-0.2%,2%,0%,2
CN1CCN(NC(=O)c2cn(-c3ccccc3)nc2-c2cccs2)CC1,1,-2,-2,4%,2,2.9%,-5%,0%,-4
CCS(=O)(=O)c1nc2ccccc2n1Cc1ccccc1Cl,-2,-24,-14,-11%,-3,0.1%,-2%,-24%,5
CC1CCC/C(=N\Nc2ccc(Cl)c(C(=O)O)c2)C1 (configuration not stated),-1,7,-2,-13%,3,-0.5%,-2%,2%,2
O=C(N/C(=C\c1ccccc1)C(=O)N1CCN(CCO)CC1)c1ccccc1,11,.,10,-5%,2,3.4%,-1%,1%,0
CCc1noc(C)c1C(=O)N1CCN(S(=O)(=O)c2ccc(C)cc2)CC1,-15,14,-15,1%,1,-0.5%,1%,-3%,-1
O=C(CN1C(=O)c2ccccc2S1(=O)=O)c1ccccc1F,15,1,0,-7%,5,-0.7%,-14%,1%,-3
CCn1c(SCC(=O)Nc2cc(C)ccc2C)nnc1-c1cnccn1,7,-4,7,0%,0,1.8%,-4%,2%,-3
Cc1cc(=O)n(C(NC(=O)c2ccccc2)C(=O)c2ccccc2)cn1 (configuration not stated),19,13,12,0%,-1,2.3%,1%,0%,-5
COc1ccc(C(=O)O/N=C(\N)c2ccc(Cl)cc2)cc1,1,1,-1,5%,3,3.4%,5%,2%,1
O=S(=O)(Nc1cc(S(=O)(=O)N2CCOCC2)ccc1Cl)c1ccccc1,.,-8,.,1%,.,.,-4%,-6%,.
Cc1ccccc1NC(=O)Nc1c(C)n(C)n(-c2ccccc2)c1=O,6,-6,10,4%,4,3.4%,-4%,-4%,10
COc1ccc(Cl)cc1N(CC(=O)NCC(C)C)S(=O)(=O)c1ccc(C)c([N+](=O)[O-])c1,2,-8,-9,-2%,1,0.0%,-4%,1%,12
O=C(CSC1=NC(=O)C(c2ccccc2)C(=O)N1)Nc1ccccc1[N+](=O)[O-] (configuration not stated),-1,19,-23,-1%,3,0.5%,0%,3%,-8
CCCC(=O)N1CC2(CCC)CN(C(=O)CCC)CC(CCC)(C1)C2=O,6,-2,-2,-7%,1,0.2%,1%,0%,2
Cc1ccc(C)c(N2CCN(C(=O)CCC(=O)Nc3ccc4nc(N5CCCCC5)cc(C)c4c3)CC2)c1,9,.,-2,0%,1,0.7%,2%,3%,1
O=C(c1cccc(C(F)(F)F)c1)N1CCC(O)(CS(=O)(=O)Cc2ccc(Cl)cc2)CC1,12,24,-3,-8%,12,1.9%,-3%,0%,-1
